Screens from PubChem.
NCOA3 inh: human NCOA3 inhibition | HEK293 GAL4-SRC3 luciferase reporter, luminescence | AID 588352 | 360,000 tested, 0.17% active | inhibition, % at 3.6 µM;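 active means inhibition above a per-campaign cutoff, the mean of all compounds plus 3 SD, cut at about 60% in these data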;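 further: 0% = DMSO-treated cells and 100% = gossypol-treated cells at 36 µM; higher means less SRC3-driven luciferase light from the GAL4 reporter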
ABHD5-PLIN5 inh: ABHD5-PLIN5 protein interaction inhibition. inhibition, % at 4 µM. AID 602281. Split G. princeps luciferase complementation, luminescence, 4 h. 360,000 tested, 0.78% active. Q00G26+Q8WTS1;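 active means inhibition above the mean inhibition across every tested compound plus 3 SD, cut at about 22% in these data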;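 further: 0% = DMSO only wells and the 100% control is not disclosed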
NCOA1 inh: inhibits human SRC1 coactivator; Q15788; HEK293 GAL4-SRC1 luciferase reporter, luminescence; inhibition, % at 3.6 µM; 360,000 tested, 0.12% active;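 active means inhibition above the campaign mean plus 3 SD, with each screening campaign given its own cutoff, cut at about 60% in these data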;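 further: 0% = DMSO treated cells and 100% = gossypol at 36 µM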
NOD2 RIPK2 PPI: NOD2-RIPK2 protein interaction inhibition. CHO BLA complementation NOD2-RIPK2, CCF4 ratio. inhibition, % at 4.98 µM. 360,000 tested, 0.38% active; in the data active means inhibition above about 21%;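 further: 0% = vehicle only and 100% = reference blocker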
Target sequence (O43353 whole entry, looked up): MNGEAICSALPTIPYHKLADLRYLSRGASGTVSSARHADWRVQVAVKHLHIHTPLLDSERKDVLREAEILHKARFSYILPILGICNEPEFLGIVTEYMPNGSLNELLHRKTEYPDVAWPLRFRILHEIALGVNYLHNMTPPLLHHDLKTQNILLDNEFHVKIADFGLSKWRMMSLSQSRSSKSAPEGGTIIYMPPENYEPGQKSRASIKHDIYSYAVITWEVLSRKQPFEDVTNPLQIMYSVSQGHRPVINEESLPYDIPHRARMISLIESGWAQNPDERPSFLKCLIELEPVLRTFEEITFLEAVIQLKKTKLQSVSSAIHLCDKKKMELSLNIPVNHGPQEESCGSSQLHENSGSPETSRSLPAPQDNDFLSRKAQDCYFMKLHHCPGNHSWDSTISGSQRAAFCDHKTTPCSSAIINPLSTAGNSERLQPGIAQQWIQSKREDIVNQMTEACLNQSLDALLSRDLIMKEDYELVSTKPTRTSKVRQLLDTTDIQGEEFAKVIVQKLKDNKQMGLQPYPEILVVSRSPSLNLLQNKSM
TLR9-MyD88 block: blocks human TLR9 binding to MyD88; CHO BLA complementation TLR9-MyD88, CCF4 FRET ratio; inhibition, % at 4.98 µM; 340,000 tested, 0.21% active;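 active means inhibition above the mean over all tested compounds plus 3 SD, cut at about 21% in these data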;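 further: 0% = DMSO only wells and 100% = clavulanate BLA inhibitor control wells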
NR5A2 inv ag: inverse agonists of human LRH-1 (NR5A2); O00482; HEK293T StAR-luciferase reporter, LRH-1 transfected, 24 h; inhibition, % at 3.6 µM; 360,000 tested, 0.13% active; AID 602396;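 active means inhibition above the mean inhibition of all tested compounds plus 3 SD, cut at about 73% in these data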;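 further: 0% = DMSO wells and 100% = reporter-only cells lacking LRH-1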
MC4R antag cAMP: human MC4R antagonism in cAMP assay | P32245 | MC4R-expressing cells, MTII-stimulated cAMP, LANCE TR-FRET | inhibition, % at 6.5 µM | 360,000 tested, 0.48% active | AID 540295;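 active means inhibition above its plate's cutoff, the mean of tested wells on that plate plus 3 SD, cut at about 29% in these data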;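 further: 0% = Melanotan II alone and 100% = Melanotan II plus saturating MCL0020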
Target sequence (P32245 whole entry, looked up): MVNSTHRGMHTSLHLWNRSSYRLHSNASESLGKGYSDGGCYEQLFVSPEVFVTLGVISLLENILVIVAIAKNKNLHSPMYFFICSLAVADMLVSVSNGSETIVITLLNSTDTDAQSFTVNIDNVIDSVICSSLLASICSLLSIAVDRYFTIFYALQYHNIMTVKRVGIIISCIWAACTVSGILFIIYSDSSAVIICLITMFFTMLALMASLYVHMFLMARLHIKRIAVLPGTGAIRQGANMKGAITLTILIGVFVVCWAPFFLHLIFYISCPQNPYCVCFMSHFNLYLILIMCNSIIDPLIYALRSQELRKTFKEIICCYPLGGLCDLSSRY
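Material: U2OS-MC4R stable cell line | Reagent: Melanotan II challenge after compound preincubation | Doses: One concentration, 6.5 µM nominal | Incubation: 30-min compound preincubation, 1-h Melanotan II challenge, 1-h detection, room temperature | Signal: TR-FRET cAMP assay | Replicates: One well per compound, no replicates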
SRC2 inh: human SRC2 (NCOA2) inhibition; AID 651957; Q15596; HEK293 GAL4-SRC2 luciferase reporter, luminescence; inhibition, % at 9 µM; 370,000 tested, 0.17% active;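 active means inhibition above the mean inhibition of all tested compounds plus 3 SD, set per campaign, cut at about 52% in these data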;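 further: 0% = DMSO treated cells and 100% = cells given Gossypol at 36 µM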
NR2F2 inh: NR2F2 (human) inhibition, primary screen | P24468 | HEK293T NGFI-A luciferase reporter, luminescence | inhibition, % at 8.6 µM | 370,000 tested, 0.7% active;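 active means inhibition above a per-plate cutoff, mean inhibition of test wells between control levels plus 3 SD, cut at about 38% in these data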;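 further: cells cotransfected with COUP-TFII expression vector driving the NGFI-A reporter; 0% = median of COUP-TF2 test wells and 100% = reporter-only cells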
MC4R ag barr: human MC4R agonism via beta-arrestin; 360,000 tested, 0.98% active; AID 540308; U2OS MC4R beta-arrestin complementation, luminescence; percent of melanotan II response, DMSO zero; activation, % at 8.9 µM; P32245;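 active means activation above a per-plate cutoff, the mean activation of sample wells on that plate plus 3 SD, cut at about 8% in these data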
LMP1 NFkB inh: Epstein-Barr LMP1 NF-kappaB reporter inhibition; AID 504558; LMP1-induced NF-kappaB luciferase reporter cells, luminescence; inhibition, % at 12.5 µM; 350,000 tested, 0.69% active; in the data active means inhibition above about 41%;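 further: 0% = neutral control wells and 100% = reference inhibitor control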
* hit, by the source's call; nt = no result given. The list is partial (hit frequency here may not be typical).

SMILES	NCOA3 inh	ABHD5-PLIN5 inh	NCOA1 inh	NOD2 RIPK2 PPI	TLR9-MyD88 block	NR5A2 inv ag	MC4R antag cAMP	SRC2 inh	NR2F2 inh	MC4R ag barr	LMP1 NFkB inh
CCN(CC)S(=O)(=O)c1ccc(NS(=O)(=O)CC23CCC(CC2=O)C3(C)C)cc1 (stereo not given)	11	0	0	-9	3	0	-6	-7	1	0.8	-8
Cc1ccc(S(=O)(=O)NC(CC(C)C)C(=O)NCC(C)(C)N2CCOCC2)cc1 (stereo not given)	0	-6	-4	-6	-2	6	6	10	-6	-2.3	-7
O=C(CNc1cccc(Cl)c1)c1ccc(Br)cc1	-10	18	1	-6	-3	22	10	4	3	4.9	1
Clc1ccc2[nH]c3c(NCCCN4CCOCC4)ncnc3c2c1	-20	16	-49	-22	-3	-43	-7	-104	-38	0.1	12
COc1cc2c(cc1OC)-c1cc(OCCN3CCOCC3)nc(=O)n1CC2	5	-3	-14	10	-5	-10	5	9	-9	3.0	7
CSCCC(NS(=O)(=O)c1ccccc1F)C(=O)NNC(=O)c1csc(N2CCOCC2)n1 (stereo not given)	-19	-8	-6	4	-4	6	6	16	-10	-1.7	5
O=C(Nc1cccc2c1CCCC2)c1cccc(F)c1	-1	-3	-5	0	-8	-15	10	13	-8	-0.7	-10
COc1cc(C(=O)N2CCN(S(=O)(=O)c3ccc(F)cc3)CC2)cc(OC)c1OC	-2	-3	-5	-7	-9	-6	5	-5	0	-0.2	5
O=C(/C=C\NCC(=O)c1ccccc1)c1ccc(F)cc1	5	-1	-1	-2	-5	-17	18	nt	nt	0.6	-17
Brc1ccc(OCc2nc3ccccc3[nH]2)cc1	-75	-1	-79	-2	-31	-126	17	-41	-28	1.2	-18
O=C(Nc1ncccc1O)c1ccc(S(=O)(=O)Nc2ccccc2)cc1	-7	-6	-26	0	2	-62	7	-100	36	-2.8	6
Cc1ccccc1NS(=O)(=O)c1ccc2c(c1)CCC(=O)N2	-5	3	6	1	nt	19	-2	-10	0	-0.8	nt
CC(O)C(O)C(O)C(O)C1NCCS1 (stereo not given)	-18	-12	-4	0	3	15	3	-17	11	-1.3	-12
CC1C(=O)N2CCCc3cc(S(=O)(=O)N4CCN(c5cccc(Cl)c5)CC4)cc1c32 (stereo not given)	6	-13	-6	0	-1	-19	2	10	4	-2.7	-2
Cc1cc(C)cc(C(=O)N(CCc2ccccc2)C2CC3CCC(C2)N3C)c1 (stereo not given)	-7	-4	-11	-1	2	8	-3	-16	12	-0.1	-12
CSc1nnc(-c2ccccc2N=Cc2c(C)[nH]n(-c3ccc4ccccc4c3)c2=O)c(=O)[nH]1	-66	-5	-67	-4	-6	-60	13	-27	-21	-0.3	-2
O=C(CSC(=S)N1CCSCC1)c1ccc(Cl)cc1	-68	-2	-92	4	-2	-47	-2	-37	-34	-1.5	-43
CCC(CO)Oc1cc(NCc2ccc(O)cc2)c2ncn(C(C)C)c2c1 (stereo not given)	-8	10	4	4	5	26	12	18	37	-1.3	3
C/C(=C\C(=O)c1ccc(C)cc1)NCc1ccc(F)cc1	5	1	-4	6	-7	-9	7	-40	-7	-0.9	4
CNc1ccc(-c2cccc(C(=O)N3CCOCC3)c2)cn1	-20	13	-3	-1	nt	-16	0	9	2	-2.2	nt
Cc1ccc(N2CCN(C(=O)c3ccccc3)CC2)c(C)c1	19	-10	0	4	2	-17	-8	23	0	-1.4	1
Cn1c(=O)c2c(nc(NN=C3CCCC3)n2C)n(C)c1=O	-9	1	-26	-3	-17	-13	-8	26	5	-2.0	2
O=C(c1ccc2c(=O)n3c(nc2c1)CCCCC3)N1CCN(c2ccccc2)CC1	6	11	-1	2	2	6	-1	-47	7	2.8	4
CCOC(=O)c1cc(NC(=O)c2ccccc2)c(=O)oc1C(F)(F)F	1	-6	-7	-1	-8	-11	-2	-13	-8	-2.2	1
Cc1ccc(C(=O)N2CCN(C(=O)N3CCOCC3)CC2)cc1	-24	6	-8	-3	6	-4	5	-5	-7	-1.2	3
Cn1nc(-c2ccccc2)c(C(=O)NCC(=O)O)c1Cl	3	1	-5	8	7	6	5	-36	-14	-0.7	-5
CCOC(=O)c1ccc(N2C(=O)c3n[nH]c(C)c3C2c2ccco2)cc1 (stereo not given)	2	2	-2	-11	3	-4	5	-15	-4	0.2	3
COCCn1c(SCC(=O)c2c(N)n(C)c(=O)n(C)c2=O)nc2ccccc21	7	-2	4	0	0	-31	21	13	4	-0.1	10
COc1cc(C)ccc1OCCCON1C(=O)CCC1=O	2	-2	11	-7	-3	-10	-4	-10	6	-0.5	-9
Cc1ccc(-c2cc(C(=O)N3CCCCC3)c3ccccc3n2)cc1C	-25	10	2	-8	1	-37	11	-40	-5	-2.1	-7
COC(=O)c1c(C)[nH]c(C(=O)COc2ccc3ccc(=O)oc3c2)c1C	2	6	-18	4	-5	4	-3	10	-2	-0.7	13
OC(CN1CCOCC1)Cn1c(-c2cccc(Cl)c2)nc2ccccc21 (stereo not given)	-5	-6	0	3	3	-2	2	18	1	0.2	-6
C=CCn1ccc(O)c(Cc2ccc(Cl)cc2)c1=O	6	-13	-1	2	4	-10	2	0	5	-1.0	1
Cn1c(=O)c2c([nH]c(=S)n2Cc2ccc(Cl)cc2)n(C)c1=O	6	-19	-2	-3	1	14	11	14	-3	-2.1	4
CCc1ccc(NC2CC(=O)N(CCc3ccc(OC)c(OC)c3)C2=O)cc1 (stereo not given)	3	-1	-14	-8	-6	-3	13	4	17	-0.8	-11
CC(C)CCNC(=O)C(=O)Nc1cc2c3c(c1)CC(=O)N3CCC2	-17	-3	-17	2	3	12	4	-3	6	-2.0	-4
Cc1cc(NS(=O)(=O)c2ccccc2)n(-c2ccccc2)n1	3	-2	6	3	0	12	-2	-4	3	3.2	-1
CCCS(=O)(=O)c1nc(S(=O)(=O)c2ccc(C)cc2)c(NCCCn2ccnc2)s1	6	-9	11	-5	2	-3	20	-24	-10	-0.9	-1
CCO[C@H]1OC(C(=O)NCc2ccccc2)=C[C@@H](c2ccc(Br)cc2)[C@@H]1CCCO	-4	2	-10	29*	0	-3	10	1	9	-1.9	-5
O=C(O)CCc1ccc(S(=O)(=O)NCCc2ccccc2)cc1	-18	1	-10	4	-11	-7	7	0	3	0.4	-1
Cc1c(Cl)ccc(S(=O)(=O)NCCCn2ccnc2)c1Cl	-5	-3	-3	-15	-5	-1	11	-23	1	0.7	-5
CC12CCC(C(=O)NCc3ccc4c(c3)OCO4)(C(=O)C1=O)C2(C)C (stereo not given)	-16	-1	-8	-11	-12	-2	0	13	19	-1.8	2
Clc1ccc(Cl)c(OCCCCN2CCCCC2)c1	-4	3	-2	7	-3	4	5	27	15	0.0	-6
Nc1nc(N)c2ncc(C(=O)CCc3ccccc3)nc2n1	2	7	-9	8	20	-14	14	-6	-1	-0.9	5
COc1ccc(S(=O)(=O)N2CCOCC2)cc1NC(=O)COc1ccc2ccc(=O)oc2c1	0	7	-9	-7	-6	17	-2	-53	9	-0.2	1
Cc1nn2c(NCCCN(C)C)c3c(nc2c1-c1ccccc1)CCC3	12	9	19	0	1	1	5	-10	11	-0.8	-4
Cc1ccccc1-n1c(SCc2csc(Nc3ccccc3)n2)nnc1-c1cccnc1	19	8	12	4	-7	-20	-1	-2	23	-1.8	-3
c1ccc(CC2CCN(C3=Nc4cccc5cccc3c45)CC2)cc1	-64	7	-15	12	4	-43	0	nt	nt	2.0	-21
COc1ccc(-n2c(=S)[nH]c3cc(C(=O)NCCCN4CCCC4=O)ccc3c2=O)cc1OC	15	2	-1	-7	-3	6	14	-38	-3	-2.4	6
COC(=O)c1cc(N2CCN(C)CC2)nc2ccccc12	8	5	-34	-8	-11	-11	14	-21	-2	-1.2	-3

New compounds follow.
SMILES	NCOA3 inh	ABHD5-PLIN5 inh	NCOA1 inh	NOD2 RIPK2 PPI	TLR9-MyD88 block	NR5A2 inv ag	MC4R antag cAMP	SRC2 inh	NR2F2 inh	MC4R ag barr	LMP1 NFkB inh
Cc1nn(Cc2ccc(F)cc2)c(C)c1NC(=O)C1c2ccccc2Oc2ccccc21	-9	-3	10	9	-3	17	13	-5	-7	4.9	-2
CSCCC(=O)NC1CC(C)(C)Cc2c1cnn2-c1ccccc1C (stereo not given)	-11	-6	-11	2	-6	-9	9	-16	-8	0.4	-8
O=C(Nc1ccc(F)cc1)C(c1cc2ccccc2o1)N1CCN(C(=O)c2ccco2)CC1 (stereo not given)	nt	5	nt	4	nt	5	nt	-17	2	nt	nt
Cc1cccc(-c2ccc3ncnc(NCc4cccs4)c3c2)c1	3	2	-1	3	-1	29	7	10	3	3.0	-5
Cc1ccc(-n2c(SCC(=O)Nc3ccc4c(c3)OCO4)nnc2-c2ccoc2C)cc1	-1	-2	-20	3	9	4	6	7	5	-2.8	-2
COc1ccc(CCn2c(C)cc(C(=O)COC(=O)c3cnc(C)cn3)c2C)cc1	7	-13	-2	1	-13	-23	-2	15	-2	-0.2	-3
O=C(Nc1ccc(-c2cn3ccsc3n2)cc1)c1ccc(F)c(S(=O)(=O)N2CCOCC2)c1	29	0	4	-4	-8	-36	5	30	47*	1.8	-14
Cc1ccc(N/N=C/c2ccncc2)cc1	28	2	1	-7	4	-31	3	-21	-14	-1.4	-17
Cn1c(N2CCCC2)nc2c1c(=O)n(Cc1cccc(F)c1)c(=O)n2C	-14	5	6	4	-1	-16	-4	7	-19	-1.3	-6
CCC1CC(CSc2ncn[nH]2)OC1=O (stereo not given)	5	-1	-11	-8	-7	19	1	-1	-11	-1.0	4
CCOC(=O)CC(=O)Nc1c(C)cc(C)cc1C	-6	3	-4	-3	-9	3	0	nt	nt	0.9	-4
Cc1ccccc1NC(=O)N1C2CCCC1CC(NC(=O)C1CC1)C2 (stereo not given)	6	0	-3	-10	-5	0	0	5	-2	-1.2	-5
COc1cc(CNC(=O)CCCC(=O)c2ccccc2)cc(OC)c1OC	-1	-1	-5	-6	-7	-8	9	2	-3	0.5	2
O=C(COC(=O)C1CCC1)Nc1ccc(Oc2ccccc2)cc1	-2	0	0	-7	2	13	-8	-12	19	3.1	2
O=C(COc1ccccc1)N(Cc1nnc(-c2ccccc2Cl)o1)C1CC1	3	-5	5	-10	-10	1	3	6	-2	-1.0	-6
Cc1ccc(NC(=O)CSCC(=O)N2CCN(c3cccc(C(F)(F)F)c3)CC2)cc1	9	-14	-4	4	-12	-27	7	3	-1	2.1	2
